Vc quorum ag: quorum light induction in luxS cqsA deficient V. cholerae | activation, % at 18.7 µM | V. cholerae BH1578 lux reporter, luminescence, 6 h | 350,000 compounds, 0.16% hits; in the data active = activation mostly above about 9.7%, no sharp cut-off; also: not every result past the cut was called active; inactives centre near 0; reference of the scale not given here
Anthrax LF inh2: inhibitors of Bacillus anthracis lethal factor protease; P15917; multiplex microsphere protease cleavage assay, LF; inhibition, % at 10 µM; 360,000 compounds, 0.12% hits; AID 588501; in the data active = inhibition above about 30%; also: plate controls were buffer without enzyme for full effect and enzyme alone for no effect
Target sequence (P15917 whole entry, looked up): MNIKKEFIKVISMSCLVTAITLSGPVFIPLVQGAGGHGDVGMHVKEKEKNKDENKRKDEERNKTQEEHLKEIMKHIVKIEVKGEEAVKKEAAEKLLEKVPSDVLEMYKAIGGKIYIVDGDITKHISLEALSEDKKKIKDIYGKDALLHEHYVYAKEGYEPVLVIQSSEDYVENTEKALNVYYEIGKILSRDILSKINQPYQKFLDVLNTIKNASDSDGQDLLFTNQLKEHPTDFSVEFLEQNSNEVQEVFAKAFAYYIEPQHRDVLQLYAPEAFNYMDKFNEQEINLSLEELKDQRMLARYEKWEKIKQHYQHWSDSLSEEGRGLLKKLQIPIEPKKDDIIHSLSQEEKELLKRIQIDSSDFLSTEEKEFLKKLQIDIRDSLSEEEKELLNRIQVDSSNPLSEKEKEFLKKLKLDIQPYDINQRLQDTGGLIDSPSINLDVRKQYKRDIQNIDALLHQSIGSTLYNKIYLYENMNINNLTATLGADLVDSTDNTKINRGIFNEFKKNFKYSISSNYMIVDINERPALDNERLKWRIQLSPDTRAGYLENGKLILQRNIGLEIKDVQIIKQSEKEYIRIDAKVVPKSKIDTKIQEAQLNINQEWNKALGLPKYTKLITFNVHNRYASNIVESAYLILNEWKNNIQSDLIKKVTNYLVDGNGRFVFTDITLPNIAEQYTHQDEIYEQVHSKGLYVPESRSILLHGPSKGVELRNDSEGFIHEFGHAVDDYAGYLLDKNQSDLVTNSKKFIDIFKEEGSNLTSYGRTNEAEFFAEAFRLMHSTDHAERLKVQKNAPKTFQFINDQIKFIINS
Yp Topo-I inh: blocks Yersinia pestis topoisomerase I activity; AID 504884; 360,000 compounds, 0.064% hits; Y. pestis Topo-I cleavage product accumulation, plate reader; activity, % at 10 µM; in the data active = activity above about 50%, passing the limit was not always enough; also: inactives centre near 2
Rv3671c inh: inhibits the M. tuberculosis serine protease Rv3671c; P9WHR9; inhibition, % at 5.96 µM; 320,000 compounds, 0.048% hits; in the data active = inhibition above about 38%;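 also: extracellular domain of Rv3671c used as enzyme; 0% = enzyme with DMSO and 100% = no enzyme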
TcdB GH inh: inhibitors of Clostridioides difficile toxin B glycohydrolase; inhibition, % at 9.99 µM; 350,000 compounds, 0.24% hits; AID 652162; TcdB glycohydrolase enzymatic assay, plate reader; in the data active = inhibition above about 10%
PfHsp40 yeast: restores yeast growth despite PfHsp40 toxicity; S. cerevisiae expressing PfHsp40, growth rescue, ATP luminescence; growth rescue, % at 12.5 µM; 340,000 compounds, 0.68% hits; AID 504582; in the data active = growth rescue above about 28%, passing the limit was not always enough;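 also: yeast W303a lacking pdr1 and pdr3 grown in galactose medium; growth measured after three days at 30 °C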
MazEF act: MazEF (E. coli) toxin RNase activation; P0AE70; FAM/BHQ RNA-DNA oligo cleavage fluorescence, 5 h; activation, % at 20 µM; 350,000 compounds, 0.32% hits; AID 504720; in the data active = activation above about 50%
Target sequence (P0AE70 whole entry, looked up): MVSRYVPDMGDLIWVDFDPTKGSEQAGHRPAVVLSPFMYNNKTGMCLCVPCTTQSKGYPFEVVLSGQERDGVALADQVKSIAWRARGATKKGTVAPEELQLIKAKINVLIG
PriA SSB inh: blocks PriA binding to SSB C-terminal tail. AlphaScreen SSBct-PriA binding, biotinylated peptide. inhibition, % at 33 µM. 430,000 compounds, 0.6% hits; in the data active = inhibition mostly above about 37%, no sharp cut-off; inactive = mostly below about 20%;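 also: plate controls were negative control peptide for no effect and reference peptide for full effect; strong numbers were not always called active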
SARS 3CLpro inh: SARS-CoV 3CLpro protease inhibition; 290,000 compounds, 0.14% hits; P0C6X7; recombinant SARS-CoV 3CLpro, quenched FRET peptide cleavage; inhibition, % at 6 µM; in the data active = inhibition above about 12%
DUSP3 inh: blocks human VHR1 dual specificity phosphatase | P51452 | recombinant VHR phosphatase, pNPP absorbance | inhibition, % at 13.3 µM | 290,000 compounds, 0.52% hits | AID 1654; in the data active = inhibition above about 50%; also: some compounds called inactive have numbers as strong as hits
Target sequence (P51452 whole entry, looked up): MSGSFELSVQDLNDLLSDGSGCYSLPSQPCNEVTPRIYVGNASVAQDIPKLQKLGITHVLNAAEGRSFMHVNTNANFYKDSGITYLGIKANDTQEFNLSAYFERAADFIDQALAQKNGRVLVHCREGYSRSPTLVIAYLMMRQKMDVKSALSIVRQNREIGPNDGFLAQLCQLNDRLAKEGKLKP
An asterisk follows results filed as active; i = inactive; / = not tested or not shown. These rows are one share of the data; rates above refer to the full screens.

Start of the data: the first 4 entries as a preview:
SMILES	Vc quorum ag	Anthrax LF inh2	Yp Topo-I inh	Rv3671c inh	TcdB GH inh	PfHsp40 yeast	MazEF act	PriA SSB inh	SARS 3CLpro inh	DUSP3 inh
Cc1cc(Br)ccc1NC(=O)CN(C)Cc1cccs1	-0.4	-2	37	0	0.3	0.2	12	-16	-4	31
CCCn1cnc2c(SCCc3ccccc3)nc(N)nc21	i	-6	16	/	3.0	3.1	2	0	/	/
Cc1ccc(C)c(S(=O)(=O)N2CCN(C(=O)CCc3c[nH]c4ccccc34)CC2)c1	i	/	12	3	0.0	0.5	7	8	/	/
COc1ccc(C(=O)NC2CCN(C(=S)NCCc3ccccc3)CC2)cc1	i	-4	-2	4	1.1	-0.4	-15	-4	3	-8

Results, from the start:
SMILES	Vc quorum ag	Anthrax LF inh2	Yp Topo-I inh	Rv3671c inh	TcdB GH inh	PfHsp40 yeast	MazEF act	PriA SSB inh	SARS 3CLpro inh	DUSP3 inh
Cc1cc(Br)ccc1NC(=O)CN(C)Cc1cccs1	-0.4	-2	37	0	0.3	0.2	12	-16	-4	31
CCCn1cnc2c(SCCc3ccccc3)nc(N)nc21	i	-6	16	/	3.0	3.1	2	0	/	/
Cc1ccc(C)c(S(=O)(=O)N2CCN(C(=O)CCc3c[nH]c4ccccc34)CC2)c1	i	/	12	3	0.0	0.5	7	8	/	/
COc1ccc(C(=O)NC2CCN(C(=S)NCCc3ccccc3)CC2)cc1	i	-4	-2	4	1.1	-0.4	-15	-4	3	-8
CC(NC(=O)C1CCN(c2nnc(N3CCCC3=O)s2)CC1)c1ccccc1 (stereo unspecified)	-0.1	-5	0	-3	6.6	0.8	-5	3	2	21
O=C(NCc1ccc(F)cc1)C1CCCN1C(=O)Nc1ccccc1 (stereo unspecified)	-0.2	0	5	1	0.7	-0.7	-11	-12	-5	59*
Cc1ccc(Nc2nc3ccc(Cl)cc3n3cnnc23)cc1F	-0.6	-6	2	-17	0.2	0.2	-3	18	4	-2
Cc1cccc(N2C(=O)c3cccnc3C2=O)c1	-5.6	-5	1	5	/	-0.6	7	-3	-2	24
O=[N+]([O-])c1ccc(/C=N/n2c(COc3ccccc3)n[nH]c2=S)cc1	9.1	-2	-1	3	/	0.7	2	/	3	21
COc1ccc(CN=C2NN=C(c3cccc(OC)c3)CS2)cc1	-0.2	1	18	-2	0.3	0.7	2	2	6	-12
CC(C)C[C@H](NC(=O)N1CC(=O)Nc2ccccc21)C(=O)N[C@@H](Cc1ccccc1)C(=O)O	-0.5	2	0	-1	-0.7	0.1	6	7	3	17
Cn1cc(CNCC2CCCO2)c(-c2ccc(Oc3ccccc3)cc2)n1 (stereo unspecified)	i	-2	10	8	0.9	-0.6	4	2	8	16
CC1=CSC2=NS(=O)(=O)CCN12	i	-10	2	10	1.2	-0.6	2	-4	7	-18
CCOc1ccc(/C=N/NC(=O)Cc2ccccc2)cc1CN1CC2CC(C1)c1cccc(=O)n1C2 (stereo unspecified)	0.1	-6	16	-1	0.3	-0.5	5	/	/	/
COc1ccc(CNC(=O)Cn2cc(C)c(=O)[nH]c2=O)cc1	-1.6	-4	-6	/	0.4	0.3	0	-1	/	/
Cc1ccc(C(=O)O)cc1N1C(=O)c2cccc3c([N+](=O)[O-])ccc(c23)C1=O	i	-1	-2	16	-11	3.6	-11	-11	2	1
COc1ccc(C(C)=O)cc1CN1C(=O)NC2(CCCCCC2)C1=O	/	-8	-16	-1	/	-0.4	1	-4	1	-28
Cc1cc(N2CCN(S(=O)(=O)c3ccc(Cl)c(Cl)c3)CC2)c2ccccc2n1	-1.2	-1	32	-2	2.3	1.4	-35	5	2	-6
CC(C)OCCCNC(=O)C1CCC(CNS(=O)(=O)c2cccc3nsnc23)CC1 (stereo unspecified)	-0.1	-1	2	-5	/	-0.1	4	-9	0	25
CCOC(=O)c1ccc(OC(=O)CCCCCN=C(N)N)cc1	-3.0	-2	3	3	1.5	-0.7	-7	-2	/	/
COc1cc(CC(=O)OCC(=O)Nc2ccc(S(=O)(=O)N3CCCC3)cc2)cc(OC)c1OC	i	2	-5	1	/	0.4	-9	-8	1	27
O=C(Nc1ccc(C(F)(F)F)cc1-c1ccccc1)c1ccccc1	-1.8	1	-6	8	/	0.0	-5	-17	3	2
CCCCCCCCCCOC(=O)Cn1c(COc2ccccc2C)[n+](C)c2ccccc21	i	-11	2	-5	0.2	8.8	-86	1	4	4
CN(C)CCCNC(=O)/C(=C\C=C\c1ccccc1)NC(=O)c1ccc([N+](=O)[O-])cc1	-0.6	-4	-15	3	2.6	0.4	15	1	-4	33
Cc1ccc(N2CCC(N3CCN(C)C(CCO)C3)CC2)cc1 (stereo unspecified)	i	-13	1	-5	0.8	-0.2	5	2	0	42
CC(C)Cc1nnc(NC(=O)CCC(=O)NCCc2ccccc2)s1	-0.2	-2	2	0	1.5	-1.3	1	2	5	2
O=C(c1ccc(Cn2cnnn2)cc1)N1CCCC(Nc2ccc(F)c(F)c2)C1 (stereo unspecified)	0.0	0	0	5	-0.3	-0.1	3	5	-6	17
Cc1cn2c(=O)c(C(=O)N3CCN(c4ccccc4Cl)CC3)cnc2s1	-1.9	-3	16	3	-0.4	-0.2	0	-6	/	/
C[C@H]1[C@@H](c2ccccc2)O[C@@H](c2ccccc2Br)N1C	-0.4	-6	-4	1	-1.7	-0.4	4	-27	/	/
Cc1ccc(SC(=O)c2c([N+](=O)[O-])c(C)nn2C)cc1	i	/	1	5	-0.4	-0.6	-10	1	5	-28
CC1Cc2nc(SCC(=O)N3CCCc4ccccc43)n(C)c(=O)c2S1 (stereo unspecified)	-0.4	12	10	8	0.9	1.4	12	5	-4	34
COCCCNC(NC(=O)c1ccc(Br)cc1)C(Cl)(Cl)Cl (stereo unspecified)	-0.2	-1	0	-9	0.4	-1.2	-10	-13	-2	-27
CC(C)(C)NC(=O)c1ccc(NC(=O)CSc2ccccc2)cc1	i	0	3	5	1.2	-1.3	6	-5	2	7
Cc1noc(NS(=O)(=O)c2ccc(N/C=C/C(=O)c3ccncc3)cc2)c1C	i	-2	6	2	/	-0.4	-1	-28	4	31
COc1ccccc1CNCc1cc(OC)c(OC)c(OC)c1	i	2	0	-4	0.5	-0.3	-3	-8	2	12
c1ccc(Cn2c(NCc3ccco3)nc3ccccc32)cc1	1.3	3	13	3	/	0.1	7	-5	5	-4
CN(C)CCNC(=O)CN1C(=O)CSc2ccc(S(=O)(=O)N3CCCCC3)cc21	-0.1	3	0	-1	1.4	-0.9	7	-15	-2	7
COc1ccc(CNC(=O)CN2C(=O)NC3(CCCc4sccc43)C2=O)cc1 (stereo unspecified)	i	-1	5	/	-1.2	-0.2	-5	-2	/	/
COc1ccc(C(=O)Cn2nnc(-c3ccccc3F)n2)cc1	i	-3	13	7	0.1	-1.0	0	-21	1	32
CCOc1cc(N2CCOCC2)c(OCC)cc1NC(=O)CN1C(=O)NC(CC(C)C)C1=O (stereo unspecified)	1.4	-4	2	-7	-0.4	-0.4	-8	-10	5	9
Cc1cnc(NC(=O)CSc2nnc(CNc3ccc(F)cc3)n2CC2CCCO2)s1 (stereo unspecified)	3.3	-8	19	7	/	0.1	2	-4	8	19
O=C(O)/C=C/C(=O)Nc1ccc(C2(c3ccc(NC(=O)/C=C/C(=O)O)cc3)c3ccccc3-c3ccccc32)cc1	0.4	1	-3	17	-4.2	-0.3	1	2	4	-8
COc1cccc2[nH]c3c(N4CCC5(CC4)OCCO5)ncnc3c12	-0.6	-9	-2	-4	2.2	1.0	3	-3	3	-3
Cc1csc(NC(=O)C2=NN(c3ccccc3)C(=O)CC2)n1	-0.2	-3	9	-4	-1.1	0.7	1	-10	-3	9
Cc1ccc(C)c(OCCCN2CCCC2)c1	-0.2	0	2	-4	/	-0.7	7	-16	-4	-12
CS(=O)(=O)c1ccc(Cl)c(NC(=O)COC(=O)CNC(=O)c2ccc3ccccc3c2)c1	i	-3	16	-10	1.7	-0.2	-6	6	/	/
N#Cc1cccc(-n2c(-c3ccccc3)nnc2-c2ccccc2)c1C#N	-5.6	0	-5	-4	4.4	0.1	2	17	-2	-2
CCOC(=O)C1=NNC2C(=O)N(CC)C(=O)C12 (stereo unspecified)	i	0	-6	-3	/	0.0	6	-24	4	3
O=C(C1=C[C@H](c2ccc(C(F)(F)F)cc2)C[C@H](OCc2ccc(CO)cc2)O1)N1CCN(Cc2ccc3c(c2)OCO3)CC1	i	-6	31	-11	3.1	0.8	-3	-3	0	10
O=C(OCc1ccccc1)/C(=C(\O)c1ccccc1Br)c1ccc(-c2ccccc2)cn1	i	2	2	-3	0.9	-0.2	-5	-27	/	/
Oc1ccc(CN2CCN(Cc3ccccc3)CC2)c2cccnc12	i	-1	-2	8	/	4.8	-1	103*	2	/
O=C(Cc1ccccc1)NCC(=O)OCC(=O)c1ccc(OC(=O)c2ccccc2)cc1	1.4	-1	2	-1	/	1.3	-12	-11	-1	26
COc1ccccc1NC(=O)C1=C(C)Nc2nc(-c3cccnc3)nn2C1c1ccccn1 (stereo unspecified)	i	3	-3	/	0.2	-0.6	0	-10	/	/
O=C(c1cc2ccccc2o1)N1CCN(S(=O)(=O)c2cccs2)CC1	i	1	7	4	/	0.7	-5	-16	1	20
O=C(Cn1cnc2c(nnn2Cc2ccc(F)cc2)c1=O)Nc1cccc(F)c1	i	-1	3	-1	0.9	-0.4	-31	-4	-3	-6
COc1cccc(NC(=O)CN(C)C(=O)c2ccc(N3CCOCC3)c([N+](=O)[O-])c2)c1	-0.3	0	-5	-9	-1.5	0.0	6	1	/	/
O=C(Nc1ccc(N2CCOCC2)nc1)c1ccc(Cl)cc1	i	-1	1	5	/	5.2	-3	0	0	16
COc1ccc(NCC(=O)N/N=C/c2ccc3c(c2)OCCO3)cc1	i	-6	-12	-22	/	-1.1	3	/	1	10
O=S(=O)(c1cccc(Cl)c1)N1CCC(c2nc3ccccc3[nH]2)CC1	-0.3	2	-3	-9	0.5	-0.2	-4	-12	-7	25
CC(C)(C)c1cc(C(=O)NNC(=O)c2ccc(C(F)(F)F)cc2)no1	-0.7	-4	-12	4	1.3	1.3	-1	-5	-1	10

The listing continues.
SMILES	Vc quorum ag	Anthrax LF inh2	Yp Topo-I inh	Rv3671c inh	TcdB GH inh	PfHsp40 yeast	MazEF act	PriA SSB inh	SARS 3CLpro inh	DUSP3 inh
NCC(O)c1ccc(O)c(O)c1 (stereo unspecified)	i	-3	8	/	-0.5	-1.8	3	-9	/	/
CNS(=O)(=O)c1cccc(C(=O)OCC(=O)Nc2ccc(Cl)cc2F)c1	0.5	0	-1	10	0.7	-0.3	13	-7	-2	-6
CCOc1ccccc1CN1CCCC(CNS(=O)(=O)c2ccc(OC)cc2)C1 (stereo unspecified)	-0.2	-2	6	-13	-0.3	-0.1	5	7	6	-16
Cc1csc(NC(=O)c2cc(=O)[nH]c3ccccc23)n1	3.7	-4	2	6	0.4	-0.6	0	-10	0	-4
COc1ccc(C2/C(=C(/O)c3ccc(Br)cc3)C(=O)C(=O)N2C)cc1 (stereo unspecified)	i	-6	-14	-4	2.8	-0.5	8	/	-2	-32
CC1=NN(C(=O)c2ccccc2Br)C(O)(c2cccnc2)C1 (stereo unspecified)	0.6	4	-11	-2	/	-1.5	5	-10	0	6

Some of the entries so far, field by field.
COc1ccc(C2/C(=C(/O)c3ccc(Br)cc3)C(=O)C(=O)N2C)cc1 (stereo unspecified)
  Vc quorum ag: i; Anthrax LF inh2: -6; Yp Topo-I inh: -14; Rv3671c inh: -4; TcdB GH inh: 2.8; PfHsp40 yeast: -0.5; MazEF act: 8; PriA SSB inh: /; SARS 3CLpro inh: -2; DUSP3 inh: -32

CCOc1ccccc1CN1CCCC(CNS(=O)(=O)c2ccc(OC)cc2)C1 (stereo unspecified)
  Vc quorum ag: -0.2; Anthrax LF inh2: -2; Yp Topo-I inh: 6; Rv3671c inh: -13; TcdB GH inh: -0.3; PfHsp40 yeast: -0.1; MazEF act: 5; PriA SSB inh: 7; SARS 3CLpro inh: 6; DUSP3 inh: -16

Cc1csc(NC(=O)c2cc(=O)[nH]c3ccccc23)n1
  Vc quorum ag: 3.7; Anthrax LF inh2: -4; Yp Topo-I inh: 2; Rv3671c inh: 6; TcdB GH inh: 0.4; PfHsp40 yeast: -0.6; MazEF act: 0; PriA SSB inh: -10; SARS 3CLpro inh: 0; DUSP3 inh: -4

Assay outcomes deposited in PubChem BioAssay by several laboratories.
